Screens from PubChem.
Hck-Nef inh = inhibitors of human Hck kinase activated by Nef; P08631; Recombinant Hck-YEEI plus Nef, Z-Lyte FRET kinase assay; inhibition, % at 20 µM; hit rate 0.68% among 220,000;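 active = Hck-Nef kinase inhibition above about 50%, limit read from the data; inactive = inhibition below that limit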;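 also: 0% = DMSO with Hck plus Nef and 100% = Hck alone without Nef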
PERK inhibitor = human PERK inhibition, primary cell-based screen; AID 1416; hit rate 0.17% among 220,000; inhibition, % at 5.6 µM; CHO PERK-DD fusion, SEAP luminescence translation reporter;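 active = inhibition above the mean inhibition of all tested compounds plus 3 SD, set separately per screening campaign, cut at about 2.9% in these data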;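 also: PERK kinase domain activated by AP20187 dimerizer at 100 nM; 0% = DMSO with dimerizer and 100% = rapamycin at 8.4 µM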
Target sequence (Q9NZJ5 whole entry, looked up, the tested form may be a part): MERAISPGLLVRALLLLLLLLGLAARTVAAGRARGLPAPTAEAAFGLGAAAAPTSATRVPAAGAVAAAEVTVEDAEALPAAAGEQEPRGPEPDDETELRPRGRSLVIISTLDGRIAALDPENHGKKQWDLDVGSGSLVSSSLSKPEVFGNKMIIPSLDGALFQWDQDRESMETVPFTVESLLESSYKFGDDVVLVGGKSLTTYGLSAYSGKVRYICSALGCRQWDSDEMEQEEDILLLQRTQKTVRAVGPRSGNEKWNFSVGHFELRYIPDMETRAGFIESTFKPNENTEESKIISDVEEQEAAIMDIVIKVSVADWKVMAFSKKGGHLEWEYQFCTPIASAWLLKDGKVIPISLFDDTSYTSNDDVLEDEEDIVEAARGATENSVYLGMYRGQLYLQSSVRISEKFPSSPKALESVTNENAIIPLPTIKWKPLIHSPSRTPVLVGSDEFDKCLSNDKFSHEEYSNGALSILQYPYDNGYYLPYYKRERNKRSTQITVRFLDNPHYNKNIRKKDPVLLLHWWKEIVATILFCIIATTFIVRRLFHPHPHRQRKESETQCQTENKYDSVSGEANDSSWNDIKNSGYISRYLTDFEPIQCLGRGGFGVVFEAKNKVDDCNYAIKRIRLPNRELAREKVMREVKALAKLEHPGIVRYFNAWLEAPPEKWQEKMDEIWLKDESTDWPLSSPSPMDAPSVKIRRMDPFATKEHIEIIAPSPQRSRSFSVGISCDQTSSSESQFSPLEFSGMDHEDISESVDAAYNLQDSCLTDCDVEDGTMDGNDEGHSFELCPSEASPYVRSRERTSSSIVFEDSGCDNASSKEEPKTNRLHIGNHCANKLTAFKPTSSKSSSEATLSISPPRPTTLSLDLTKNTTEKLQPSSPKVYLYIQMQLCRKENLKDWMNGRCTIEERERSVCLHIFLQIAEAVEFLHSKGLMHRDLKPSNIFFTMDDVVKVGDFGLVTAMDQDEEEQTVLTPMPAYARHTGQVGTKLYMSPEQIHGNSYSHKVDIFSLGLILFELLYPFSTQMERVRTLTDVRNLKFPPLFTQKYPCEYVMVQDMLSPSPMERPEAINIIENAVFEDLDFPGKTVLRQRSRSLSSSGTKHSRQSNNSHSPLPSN
Runt-SMMHC FRET = blocks binding of human RUNX1 Runt domain to CBFb-SMMHC | Q01196+Q13951 | Cerulean-Runt/Venus-CBFb-SMMHC FRET ratio 530/480, 1 h | inhibition, % at 20 µM | hit rate 0.74% among 220,000;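 active = mean inhibition across duplicate retests at 20 µM reaching about 50%, limit read from the data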;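 also: 0% = DMSO wells and 100% = wells with excess untagged CBFb-SMMHC; inhibitors lower the FRET ratio by blocking Runt binding to CBFb-SMMHC; some results filed as inactive read as strong as hits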
TNF necrop inh = blocks TNF-alpha induced death of Jurkat FADD-/- cells | Jurkat FADD-/- TNF necroptosis rescue, ATP luminescence, 24 h; 0 = TNF only, 100 = no-TNF cells | activation (protection from cell death), % at 10 µM | hit rate 0.068% among 220,000;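 active = activation, meaning protection from cell death, of at least 50% relative to plate controls; inactive = activation below 50%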;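 also: necroptosis triggered by 40 ng/mL TNF-alpha added together with compound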
zVAD death inh = blocks zVAD induced death of L929 cells. hit rate 0.38% among 220,000. L929 zVAD necroptosis rescue, ATP luminescence, 24 h; with zVAD 60 µM. viability rescue, % at 10 µM. AID 1377;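 active = activation, scaled between plate controls, above about 75%, limit read from the data; inactive = activation under that limit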;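 also: 0% = zVAD with DMSO and 100% = DMSO alone without zVAD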
EP2 mod = EP2 receptor (human) modulation; induction, % at 25 µM; EP2-expressing cells, cAMP HTRF FRET, PGE2 co-stimulation; P43116; hit rate 0.83% among 260,000;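 active = compounds whose cAMP rise, as percent of the full-agonist control response, exceeds 60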;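 also: rat C6 glioma line stably carrying human EP2 under a CMV promoter; the protocol text gives 20 µM as final concentration; 100% = response of wells given 1 µM PGE2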
Runt-CBFb FRET = Runt domain-CBFb interaction inhibition; inhibition, % at 20 µM; Q01196+Q13951; AID 1496; Cerulean-Runt/Venus-CBFb FRET ratio 530/480, 1 h; hit rate 0.46% among 220,000;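 active = inhibition over about 50% at 20 µM in the single-dose screen, limit read from the data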;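 also: 0% = DMSO wells and 100% = excess unlabeled CBFb competitor control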
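Doses: 20 µM compound in 1% DMSO | Material: Cerulean-labeled Runt domain protein | Amount: Each fluorescent fusion protein 100 nM | Schedule: Two 1 h room-temperature incubations shielded from light | Measured by: FRET fluorescence | Evaluation: Loss of energy transfer signal | Controls: Unlabeled CBFb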
RBBP9 inhibitor = human RBBP9 hydrolase inhibition; AID 1515; hit rate 0.2% among 220,000; O75884; inhibition, % at 7.94 µM; recombinant RBBP9, FP-Rh probe fluorescence polarization;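 active = inhibition above the campaign mean of all tested compounds plus 3 SD, cut at about 14% in these data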;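 also: plate controls were DMSO wells with RBBP9 for no effect and wells lacking RBBP9 protein for full effect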
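Controls: DMSO-treated enzyme wells and wells lacking RBBP9 | Material: RBBP9 protein | Technique: Fluorescence polarization | Replication: Single well per compound, no replicates | Buffer or medium: Tris-NaCl-Pluronic buffer, pH 8.0 | Timing: 30 min compound preincubation, 45 min probe labeling, 25 °C | Read-out basis: Percent inhibition from mP, scaled between DMSO and no-protein wells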
PGE2 EP2 inh = inhibitors of human EP2 prostaglandin E2 receptor | C6 glioma cells expressing human EP2, cAMP TR-FRET; cells stimulated with saturating PGE2 | inhibition, % at 25 µM | hit rate 0.52% among 260,000 | AID 1422;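 active = percent inhibition above 40 after rounding to a whole number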;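 also: rat C6 glioma host cells with rolipram phosphodiesterase inhibitor present; the protocol text gives 20 µM as final concentration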
The depositor's hits bear a star; nt = not tested or not shown; & = joins results of further samples.

The first two compounds, ahead of the listing:
SMILES	Hck-Nef inh	PERK inhibitor	Runt-SMMHC FRET	TNF necrop inh	zVAD death inh	EP2 mod	Runt-CBFb FRET	RBBP9 inhibitor	PGE2 EP2 inh
CCCc1nc2scc(-c3ccc(C)cc3)c2c(=O)n1N	-2	-0.4	-2	0.2	0.3	11	2	-2	16
Cc1ccc(NC(=O)c2cccc3c2C(=O)N(C2CCCCC2)C3)cc1	0	0.5	2	-2.3	0.0	43	-2	-1	5

The listing (from the top)
SMILES	Hck-Nef inh	PERK inhibitor	Runt-SMMHC FRET	TNF necrop inh	zVAD death inh	EP2 mod	Runt-CBFb FRET	RBBP9 inhibitor	PGE2 EP2 inh
CCCc1nc2scc(-c3ccc(C)cc3)c2c(=O)n1N	-2	-0.4	-2	0.2	0.3	11	2	-2	16
Cc1ccc(NC(=O)c2cccc3c2C(=O)N(C2CCCCC2)C3)cc1	0	0.5	2	-2.3	0.0	43	-2	-1	5
CC1(C)CC(=O)C2=C(C1)NC(=O)CC2c1ccc(N(CCC#N)CCC#N)cc1 (stereo not drawn)	-2	0.6	-1	1.1	3.3	6	1	-11	5
COC(=O)c1ccc(CSc2ccc3nnc(-c4cccc(F)c4)n3n2)o1	4	-0.7	-4	-1.5	0.2	-15	-6	-1	17
Cc1ccc(N2CCCCn3c2nc2c3c(=O)[nH]c(=O)n2C)cc1	3	0.1	0	-8.0	-0.3	-4	2	-13	12
O=C(Oc1ccc(C(=S)N2CCC(O)CC2)cc1)c1ccc(Cl)cc1	-12	0.7	-3	-1.7	-1.3	-29	-1	20*	5
CN1CCN(/C=N/c2c(C#N)cnn2C)CC1	3	-0.4	2	1.4	1.8	17	-1	-10	13
CCCN(CCC)CCCNC(=O)CNC(=O)c1nn(-c2ccc(OC)cc2)c(=O)c2ccccc12	-9	-0.3	0	0.9	-0.4	-3	1	2	15
CCC(=O)N(CCc1ccccc1C)Cc1cc2cc3c(cc2[nH]c1=O)OCO3	2	0.8	-8	-4.6	0.1	-11&-46	1	-7	10&9
COc1ccc(N2CCN(C(=O)CCNC(=O)c3ccc(C(C)(C)C)cc3)CC2)cc1	23	-0.6	-1	2.8	0.7	-68	-3	-2	4
CN(/C(=N/S(=O)(=O)c1ccccc1)c1ccccc1)S(=O)(=O)c1ccccc1	7	2.2	7	5.3	2.2	34	-2	1	11
CC(C)c1nnc(NC(=O)CCC(=O)N2CCN(C3c4ccccc4-c4ccccc43)CC2)s1	2	-0.1	-8	-1.2	-0.3	9	-8	-4	19
Cc1cc(C(=O)OCC(=O)c2cccc([N+](=O)[O-])c2)c2ccccc2n1	1	1.2	0	-0.7	1.6	20	-1	5	5
COc1ccc(-c2nnc3ccc(SCC(=O)N4CCCC4)nn23)cc1	7	0.4	-1	-2.0	-0.7	-3	1	5	10
CC(=O)Cc1nsc(NC(=O)c2ccc(COc3ccc(C)cc3)o2)n1	0	1.3	0	0.0	-0.1	-1&-59	2	-11	18&5
COc1ccc(C(=O)Nc2cnn(Cc3c(F)cccc3Cl)c2)cc1OC	21	1.0	-3	0.4	-0.9	-33	0	-10	4
O=C(Sc1cccc2cccnc12)c1ccc(F)cc1	17	0.2	7	-11	48	15	27	-2	8
CCC(=O)NNc1cc(=O)c2c(=O)n(C)c(=O)n(C)c2[nH]1	0	0.6	-2	-0.1	0.5	-1	1	4	9
Cc1cc(NC(=O)CCC(=O)N(CCC(C)C)CC(=O)NCC2CCCO2)no1 (stereo not drawn)	3	-0.9	-39	-2.7	-0.1	20	0	-3	10
COc1ccc(/C=C/C2=CC(C)(C)NC(=S)N2)cc1OC	22	-0.6	0	0.7	-0.6	-63	-2	-13	6
CCCCC(=O)NC(=S)NNC(=O)c1ccc(Cl)cc1Cl	0	0.6	-1	-2.2	-0.1	-56	9	-5	16
CCN(CC)C(=O)Cn1c(=O)n(Cc2ccccc2Cl)c2c1c(=O)n(C)c(=O)n2C	6	-0.8	nt	-0.5	-1.1	nt	nt	-6	4
CC(/C=N/NC(=O)CN1CCN(Cc2ccc(Cl)cc2)CC1)=C\c1ccco1	3	-0.6	1	-1.2	2.2	-49	-2	-8	14
CC(=O)N1C(=S)NC(=O)/C1=C1/C(=O)N(CC(=O)Nc2cccc(C)c2)c2ccccc21	3	0.6	-13	0.4	0.7	3	40	-12	5
Fc1ccc(-c2nnc(SCc3ncc(-c4ccccc4)o3)n2CC2CCCO2)cc1 (stereo not drawn)	2	-0.1	2	1.0	1.2	30	0	-3	10
COc1ccc(-c2oc3ncn(CCN4CCOCC4)c(=N)c3c2-c2ccc(OC)cc2)cc1	20	-0.2	2	-1.2	-0.5	5	-2	0	4
c1ccc(N2CCN(c3ccccc3)C2c2ccncc2)cc1	-23	0.6	2	0.9	0.2	33	0	-8	5
COc1ccc(/C=C/C(=O)Nc2ccc3c(c2)OCCO3)cc1OC	4	-0.6	6	-0.3	4.2	-19	-2	-6	11
CCCc1[nH]n(-c2ccc(F)cc2)c(=O)c1C=Nc1ccc(C)cc1	-10	0.9	0	-0.3	1.2	43	0	-7	4
CCCCOC(=O)c1ccc(NC(=O)C(=O)NCc2ccco2)cc1	8	0.1	4	0.6	0.9	0	2	-10	4
CC1CC(C)CN(CC(=O)N2CCOCC2)C1 (stereo not drawn)	19	0.2	-2	-0.4	21	19	-1	-8	8
O=c1[nH]c(CN2CCN(c3ncccn3)CC2)nc2c(Br)cc(Br)cc12	26	0.8	-16	0.7	-1.2	7	-9	-8	5
O=C(NC(NC(=O)c1ccccc1)C(=O)c1ccccc1)c1ccccc1	15	-0.1	5	1.7	-0.3	9	0	-5	3
Cc1cccc(CN2CCCC(C(=O)c3ccc4c5c(cccc35)CC4)C2)n1 (stereo not drawn)	154*	1.2	2	2.4	-1.3	-11	-2	2	6
CCN(C(=O)COC(=O)c1ccc(Br)o1)C1CCCCC1	17	0.0	0	0.1	0.8	-31	-1	-2	7
COc1ccc(CCNC(=O)CSc2nc(O)c(CCC(C)C)c(=O)[nH]2)cc1OC	8	1.3	2	-0.8	-0.1	32	-1	13	15
CC(C)[C@H](NS(=O)(=O)c1ccccc1)C(=O)OCC(=O)NC(=O)c1cccn1C	2	-0.9	-2	0.5	0.5	-17	-1	-1	9
Cc1c(NC(=O)CN2C(=O)NC(C)(c3ccccc3Cl)C2=O)c(=O)n(-c2ccccc2)n1C (stereo not drawn)	-1	1.1	-1	1.1	0.3	9	2	-6	11
CCN(CC)C(=O)CSc1nnc(-c2ccccn2)n1Cc1ccccc1	19	-0.6	-1	1.9	0.1	-20&0	0	-11	7&5
O=C(Nc1cccc([N+](=O)[O-])c1)C1CC(=O)N(Cc2ccccc2)C1 (stereo not drawn)	-1	1.6	3	0.8	-0.4	-22	0	2	3
CCOC(=O)c1cc(-c2ccc(OC)cc2)n[nH]1	4	0.7	-6	1.4	1.2	-26	-2	-3	5
Cc1ccc(-c2nnn(CC(=O)N(CCO)C(C(=O)NC3CCCC3)c3ccc(F)cc3)n2)o1 (stereo not drawn)	17	0.1	1	-0.4	0.3	-6	-2	-7	13
CCC(C)c1ccc(-c2cc(C(=O)OCC(=O)Nc3cc(C)on3)c3ccccc3n2)cc1 (stereo not drawn)	0	-0.7	2	0.3	0.0	25	-1	-6	17
CCCC(=O)c1ccc(N2CCN(C(=O)c3ccc(Br)cc3)CC2)c(F)c1	-1	0.5	-8	-3.6	-0.1	-28	-4	0	6
CCOc1ccc(/C=C(\C#N)C(=O)c2c(C)[nH]c3ccccc23)cc1OC	12	-1.0	-3	-0.2	1.4	8	-3	-4	6
CCOC(=O)Cc1cc(=O)c2cc(C)ccc2[nH]1	23	0.9	0	-1.3	-1.0	7	1	-7	9
Cn1c(-c2ccccc2)cnc1N	0	-0.5	4	-0.4	0.0	-55&1	1	-4	10&9
CCCCNC(=O)CNC(=S)N(Cc1ccc(C)cc1)Cc1ccco1	13	-0.3	2	0.1	-0.2	39	1	-8	3
O=C(COc1ccccc1[N+](=O)[O-])NCCC1=CCCCC1	22	0.1	0	1.3	0.9	2	0	-2	3
Cc1cccc(CSc2ccc3nnc(-c4ccccn4)n3n2)c1	6	0.7	3	-4.5	-1.1	-69	0	0	5
New compounds follow.
SMILES	Hck-Nef inh	PERK inhibitor	Runt-SMMHC FRET	TNF necrop inh	zVAD death inh	EP2 mod	Runt-CBFb FRET	RBBP9 inhibitor	PGE2 EP2 inh
O=C(NCc1ccco1)C(c1ccc(F)cc1)N(C(=O)Cc1cccs1)c1cccnc1 (stereo not drawn)	17	-0.6	-2	0.2	0.9	-6&4	1	-5	8&10
Cc1ccc(S(=O)(=O)N2CCC(C(=O)N3CCC(C(=O)NCC4CCCO4)CC3)CC2)cc1 (stereo not drawn)	-2	0.0	2	-1.7	-0.2	7	0	0	nt
O=c1[nH]c(CSc2nc(-c3ccc(F)cc3)cs2)nc2ccccc12	4	0.4	0	2.5	2.0	-76	-1	-3	13
O=C(O)Cc1cc2c(s1)CCCCC2	1	1.6	12	-2.9	-0.3	15	0	0	8
O=C(O)c1ccc2nc(CO)[nH]c2c1	-1	0.3	0	-0.4	-0.1	22	-1	-2	5
O=C(CCS(=O)(=O)Cc1ccccc1)NCCc1ccccc1	17	0.0	-3	1.6	1.1	0	-1	-5	5
N#CCc1cc2ccc3cccc4ccc(c1)c2c34	21	0.6	0	-0.6	0.5	4	1	-6	5
CCOc1ccc2[nH]c(=O)c(CN(CCO)C(=O)CC)cc2c1	0	-0.1	-2	-2.6	-0.1	44	0	-11	4
C/C(=N\Nc1nc(N2CCCCC2)nc(N2CCOCC2)n1)c1ccccc1O	16	0.5	-2	4.6	73	64*	-5	-9	10
Cc1c(N2C(=O)C(=O)/C(=C(/O)c3ccc(Br)cc3)C2c2cccnc2)c(=O)n(-c2ccccc2)n1C (stereo not drawn)	5	0.8	-6	0.6	-0.4	50	0	-3	14
c1ccc(CCc2nc(-c3ccc(-n4cccc4)cc3)no2)cc1	1	-0.3	1	1.6	1.1	15	0	-15	13
S=C(NCc1ccco1)N1CCN(c2ccccc2Cl)CC1	7	1.2	6	-1.4	1.6	-34	19	-1	13
CCc1nc(SCC#N)c(C#N)cc1C	10	0.5	-8	-0.8	3.7	20	-1	-5	14
CCOC(=O)CN1C(=O)S/C(=C/c2ccc(OC)c([N+](=O)[O-])c2)C1=O	1	-0.3	-4	2.5	0.9	-37	2	-7	4
OCCNc1cnc2ccccc2n1	24	0.7	3	0.2	1.9	22	2	3	1
COc1ccc(C2NC(=O)NC(C)=C2C(=O)Nc2cccc(C)c2C)cc1 (stereo not drawn)	1	0.6	-4	0.2	-0.3	33	0	-7	11
COc1cc2c(cc1NC(=O)CSCC(=O)O)oc1ccccc12	-9	0.2	2	0.5	-0.5	4	0	-13	11

The list is partial; count on the stated rates, not on these rows.
